# Assay outcomes: PubChem BioAssay, Broad Institute
# SIRT5 block – sirtuin-5 (human) deacylase inhibition. Purified SirT5, succinyl-peptide AMC, trypsin-coupled fluorescence. inhibition, % at 15 µM. actives 1.1% (n = 330,000); in the data active means inhibition above about 15%
# Target sequence (Q9NXA8 whole entry, looked up): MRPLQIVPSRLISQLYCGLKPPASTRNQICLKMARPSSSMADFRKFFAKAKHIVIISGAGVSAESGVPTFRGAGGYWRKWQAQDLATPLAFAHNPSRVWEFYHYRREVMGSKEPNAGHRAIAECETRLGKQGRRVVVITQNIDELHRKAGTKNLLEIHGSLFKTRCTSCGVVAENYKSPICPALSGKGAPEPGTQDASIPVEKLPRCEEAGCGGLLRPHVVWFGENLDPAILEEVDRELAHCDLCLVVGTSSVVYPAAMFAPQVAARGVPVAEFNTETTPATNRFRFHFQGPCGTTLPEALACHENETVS
# ARNT-TACC3 inh – ARNT/TACC3 interaction disruption; inhibition, % at 9.99 µM; AID 623870; actives 0.66% (n = 390,000); AlphaScreen His-ARNT PAS-B/GST-TACC3 binding, luminescence; TACC3 fragment carries E629A point mutation; Q9Y6A5;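 active means mean inhibition of replicates at least 50% and at least half of replicates each reaching 50%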;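 further: 0% = complete ARNT plus TACC3 wells and 100% = ARNT alone without TACC3; many hits fall short of the cut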
# ERp5 block – ERp5 (human) disulfide isomerase inhibition; Q15084; ERp5 insulin aggregation, absorbance 650 nm, 90 min; inhibition, % at 9.99 µM; actives 0.05% (n = 350,000); AID 651711;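 active means mean replicate inhibition above about 25%, with every replicate also reaching it, limit read from the data, passing the limit was not always enough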
# Target sequence (Q15084 whole entry, looked up): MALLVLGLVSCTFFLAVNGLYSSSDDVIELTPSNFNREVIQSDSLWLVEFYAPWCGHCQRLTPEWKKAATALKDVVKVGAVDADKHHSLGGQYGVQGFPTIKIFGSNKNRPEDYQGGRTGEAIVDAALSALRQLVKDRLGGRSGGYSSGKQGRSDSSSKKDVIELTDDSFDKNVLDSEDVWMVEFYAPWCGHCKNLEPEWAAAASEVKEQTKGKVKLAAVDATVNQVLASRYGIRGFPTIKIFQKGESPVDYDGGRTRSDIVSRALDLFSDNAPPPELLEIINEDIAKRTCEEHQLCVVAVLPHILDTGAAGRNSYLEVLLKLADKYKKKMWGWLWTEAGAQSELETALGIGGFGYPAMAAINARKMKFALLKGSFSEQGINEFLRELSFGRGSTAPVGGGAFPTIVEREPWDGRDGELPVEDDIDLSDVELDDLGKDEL
# esBAF inh – SWI/SNF esBAF complex inhibition; mouse ES cells, Bmi1-luciferase knock-in reporter, 24 h; 100% = twice the neutral-well signal; reporter increase, % at 12.5 µM; actives 2% (n = 350,000); AID 602393; in the data active means activation above about 40%;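 further: 0% = median of the plate's neutral control wells and 100% = double that signal; a rise in the Bmi1 reporter signal indicates esBAF inhibition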
# Cneo AK release – Cryptococcus neoformans lysis via adenylate kinase release. C. neoformans lysis, adenylate kinase release luminescence, 4 h; normalised: neutral wells 0, clomiphene wells 100. lysis activity, % at 15 µM. actives 0.2% (n = 360,000). AID 651654;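 active means mean lysis activity across replicates of at least 80%, whatever share of replicates individually reach that level; inactive means mean lysis activity below 80%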
#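 Test system: log-phase Cryptococcus neoformans yeast cells; Quantity: yeast cell density of 5 × 10^6 cells/mL; Buffer or medium: YPD; Doses: single compound concentration per well; Timing: 4 h at 37 °C static, read 1 h later; Measured by: AK luminescence; Read-out basis: lysis from increased AK signal; Control set: Clomiphene as positive control.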
# miR122 inh – miR-122 inhibition in Huh7 cells | Huh7 miR-122 Renilla luciferase sensor, 48 h; neutral wells = 0, positive control = 100 | actives 0.3% (n = 340,000) | AID 602342 | activation (reporter increase), % at 12.5 µM;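 active means mean replicate activation score at least 90 and every replicate individually at or above 90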;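 further: higher luciferase means less miR-122 activity so hits act as miR-122 inhibitors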
# C2C12 statin – suppressors of simvastatin-induced myotoxicity in C2C12 myotubes. actives 0.78% (n = 330,000). rescue of ATP level, % at 7.49 µM. ATP luminescence, 48 h; scaled: DMSO 0, geranylgeraniol control 100;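 active means mean ATP rescue above about 67%, or every replicate alone reaching that limit, limit read from the data, passing the limit was not always enough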;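 further: myotubes were challenged with 10 µM simvastatin during compound exposure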
# * hit, by the source's call; . = not tested or not shown; & = joins results of further samples; [ ] = dose if it differs, or a comment. Random draw from the library (roughly 4% active in at least one column).
SMILES,SIRT5 block,ARNT-TACC3 inh,ERp5 block,esBAF inh,Cneo AK release,miR122 inh,C2C12 statin
Cc1ccc(S(=O)(=O)N2CCCC(C(=O)Nc3ccc(NC(=O)c4ccccn4)cc3)C2)cc1 (stereo not drawn),.,0,.,26,4,-7,-5
CC1SC(c2ccc(Cl)cc2Cl)NC1=O (stereo not drawn),.,-1,.,.,6,-1,.
Brc1cccc(-c2nnc3sc(CN4CCCCC4)cn23)c1,-4,-4,1,6,3,-3,-69
COc1ccc(-c2sc(Nc3ccccc3)n[n+]2-c2ccc(F)cc2)cc1Br,.,1,-1,-3,0,2,8
Cc1cc(S(=O)(=O)NCCCN2CCOCC2)ccc1F,.,-5,.,-1,.,47,-4
CN1CCCCN2[C@@H](CO)[C@H](c3ccc(C#Cc4ccccc4F)cc3)[C@@H]2C1,4,1,-1,9,48,10[16.7 µM],-3
COc1ccc(C2CC(=O)Oc3cc(OC)c(OC)c(OC)c32)cc1 (stereo not drawn),1,-3,-5,-5,0,2,-9
O=C(NC(Cc1ccccc1)C(=O)O)/C(=C/c1ccco1)NC(=O)c1cccc([N+](=O)[O-])c1 (stereo not drawn),-4,-2,2,-2,1,-2,9
Cn1cc(C(=O)NCc2ccc(F)cc2)cn1,2,35,3,.,.,.,.
COc1ccc(-c2cc(C(=O)Nc3cc(OC)c(OC)c(OC)c3)no2)cc1,-1,-23,1,3,2,9,-5
CCNC(=S)N1CCN(C(=O)C(Cc2ccccc2)NC(C)=O)CC1 (stereo not drawn),.,2,4,0,0,-5,2
O=C(COC(=O)c1ccc(O)cc1O)Nc1ccc2c(c1)OCCO2,-1,-3,-1,83*,0,4,6
CSc1sc(C(=O)Nc2ccc(F)cc2F)c2c1C=CCC2,-6,-11,0,.,0,-1,.
CCCc1cn(CC[C@H]2CC[C@@H](NC(=O)Cc3cccnc3)[C@H](CO)O2)nn1,0,-18,0,6,51,.,-3
OC[C@@H]1[C@@H](c2ccc(Cl)cc2)C(c2ccc(F)cc2)=NN1c1ccccc1,-3,-35,5,-7,2,0,0
COc1ccc(C2CC(O)(C(C)(C)O)NO2)cc1 (stereo not drawn),.,-2,.,14,0,0,1
COCc1ccccc1C1=CC(=O)C[C@H](c2ccc(OC)cc2)C1,2,-14,-3,4,1,.,11
C[C@@H]1CN([C@H](C)CO)C(=O)c2cc(NC(=O)CCN3CCOCC3)ccc2O[C@@H]1CN(C)C(=O)Nc1ccc(C(F)(F)F)cc1,0,16,8,-4,-1,-8[16.7 µM],2
C[C@H](CO)N1C[C@H](C)[C@H](CN(C)CC2CCCCC2)OCCCC[C@H](C)Oc2ccc(NC(=O)Nc3ccccc3)cc2C1=O,5,8,-4,7,4,-19[16.7 µM],.
c1cc2c3c(cccc3c1)-c1cnccc1-2,.,-2,2,1,1,.,10
COc1ccc(S(=O)(=O)Nc2ccc3c(c2)C(=O)N([C@@H](C)CO)C[C@@H](C)[C@H](CN(C)Cc2ccc(C(=O)O)cc2)O3)cc1,-2,-9,3,1,0,2[16.7 µM],.
CN(C)CC#Cc1ccc([C@H]2[C@@H](CO)N3CCCCN(C(=O)Nc4ccc(F)cc4)C[C@@H]23)cc1,-2,-2,-1,0,0,12[16.7 µM],-16
CN(C)C(CNC(=O)CCC(=O)c1ccc(Br)cc1)c1ccccc1 (stereo not drawn),-4,13,1,3,9,7,-1
Cc1sc(NC(=O)c2ccco2)c(CN2CCN(Cc3ccccc3)CC2)c1C,1,6,4,4,-1,1,-29
O=C(Nc1ccc(F)cc1)N[C@@H]1CC[C@@H](CCNS(=O)(=O)c2cccc(Cl)c2)O[C@H]1CO,0,2,-4,7,1,.,-14
C[C@@H]1CN([C@H](C)CO)C(=O)c2cccc(NC(=O)Nc3ccc(C(F)(F)F)cc3)c2O[C@H]1CN(C)C(=O)Nc1cccc2ccccc12,27*,1,10,7,0,-5[16.7 µM],.
C[C@@H](NC(=O)C[C@@H]1C=C[C@H](NC(=O)CN2CCOCC2)[C@H](CO)O1)c1ccccc1,1,0,3,2,26,.,4
C[C@H](CO)N1C[C@H](C)[C@H](CN(C)Cc2ccc(Cl)c(Cl)c2)Oc2c(NC(=O)c3ccc(-c4nccs4)cc3)cccc2C1=O,4,20,12,3,-1,42[16.7 µM],.
Nc1nc(NCCO)nc(N2CCCCCC2)c1[N+](=O)[O-],-19,-8,-2,-9,.,.,6
Cc1ccc(S(=O)(=O)N(C)C[C@H]2OCCCC[C@H](C)Oc3ccc(NC(=O)Nc4ccc5c(c4)OCO5)cc3C(=O)N([C@H](C)CO)C[C@H]2C)cc1,6,24,-1,49*,-1,2[16.7 µM],.
CCCCNC(=O)Nc1ncn[nH]1,-1,10,3,0,20,5,11
N#Cc1ccc(NC(=O)Cn2cnc([N+](=O)[O-])c2)cc1,-2,-2,-1,-4,5,2,4
Cc1ccc(S(=O)(=O)N(C)C[C@@H]2Oc3ccc(NC(=O)Nc4c(C)noc4C)cc3CC(=O)N([C@H](C)CO)C[C@@H]2C)cc1,4,4,21,-7,1,-1[16.7 µM],-4
CCC(=O)Nc1ccc(OC)cc1OC,.,0,.,.,2,1,.
CCNc1nc(NCC)n2c(SCC(=O)Nc3c(C)cccc3C)nnc2n1,-1,0,-3,-2,.,-4,14
COc1ccccc1S(=O)(=O)N1CC[C@@H]2[C@H]1c1cc(-c3ccc(F)cc3)ccc1N[C@@H]2CO,5,8,-2,-6,-11,-1[16.7 µM],-2
c1coc(CN=C2NC(=NCc3ccco3)c3ccccc32)c1,.,6,.,-3,3,-3,19
CCNC(=O)C1(C)CCCN(C(=O)c2c(C)noc2C)C1 (stereo not drawn),.,.,-3,-2,0,-1,1
O=C1NC(=O)C2(CCCc3ccc([N+](=O)[O-])cc32)N1 (stereo not drawn),.,.,1,9,2,-6,0
CCn1c(CNC(=O)c2cccc(C)c2)nnc1SCC(=O)NC1CCCCC1C (stereo not drawn),.,.,.,6,2,-2,-3

# Three entries already listed, arranged by their value in miR122 inh, largest number first.
SMILES	SIRT5 block	ARNT-TACC3 inh	ERp5 block	esBAF inh	miR122 inh
CCCCNC(=O)Nc1ncn[nH]1	-1	10	3	0	5
OC[C@@H]1[C@@H](c2ccc(Cl)cc2)C(c2ccc(F)cc2)=NN1c1ccccc1	-3	-35	5	-7	0
CCn1c(CNC(=O)c2cccc(C)c2)nnc1SCC(=O)NC1CCCCC1C (stereo not drawn)	.	.	.	6	-2

# Entries of single compounds, looked up by structure.
# C[C@H](CO)N1C[C@H](C)[C@H](CN(C)Cc2ccc(Cl)c(Cl)c2)Oc2c(NC(=O)c3ccc(-c4nccs4)cc3)cccc2C1=O is entered as SIRT5 block: 4; ARNT-TACC3 inh: 20; ERp5 block: 12; esBAF inh: 3; Cneo AK release: -1; miR122 inh: 42[16.7 µM]; C2C12 statin: .
# C[C@@H]1CN([C@H](C)CO)C(=O)c2cccc(NC(=O)Nc3ccc(C(F)(F)F)cc3)c2O[C@H]1CN(C)C(=O)Nc1cccc2ccccc12 is entered as SIRT5 block: 27*; ARNT-TACC3 inh: 1; ERp5 block: 10; esBAF inh: 7; Cneo AK release: 0; miR122 inh: -5[16.7 µM]; C2C12 statin: .

# More compounds
SMILES,SIRT5 block,ARNT-TACC3 inh,ERp5 block,esBAF inh,Cneo AK release,miR122 inh,C2C12 statin
COc1ccccc1C(=O)NC1CCSc2ccccc21 (stereo not drawn),-6,-1,4,.,-1,0,.
COC(=O)C[C@@H]1C[C@H]2c3cc(NC(=O)NC4CCCC4)ccc3O[C@H]2[C@H](CO)O1,0,0,0,0,-6,10[16.7 µM],-3
Cc1noc(C)c1S(=O)(=O)N(C)C[C@@H]1OCCCC[C@H](C)Oc2ccc(NC(=O)c3ccccc3)cc2C(=O)N([C@H](C)CO)C[C@H]1C,0,-9,0,1,1,-5[16.7 µM],.
CC1(C)Cc2cccc(OCC(=O)OCC(=O)c3ccccc3)c2O1,-2,24,2,-2,-2,-2,1
COc1ccc(C(=O)N2CCCC(C(=O)N3CCCCCC3)C2)cc1 (stereo not drawn),.,-2,.,-3,2,4,0
O=C(O)c1ccc(C(S(=O)(=O)c2ccccc2)S(=O)(=O)c2ccccc2)cc1,-2,.,0,.,3,.,.
O=C(Nc1ccccn1)c1ccc(Br)s1,3,3,1,48*,-1,-7,-8
O=C(N[C@@H]1CC[C@H](CCNC(=O)c2ccccc2F)O[C@H]1CO)c1cnccn1,2,5,15,-5,0,.,2
CN(C)CCCNC(=O)C[C@H]1CC[C@@H]2[C@H](COC[C@@H](O)CN2CC2CCCC2)O1,7,-12,-3,1,-3,-2[16.7 µM],4
CCN1C[C@@H]2[C@@H]3C(=O)N(Cc4ccccc4)C(=O)[C@@H]3[C@](CC)(C(=O)OC)N2C1=NC1CCCCC1,0,-7,1,6,-2,9,4
CSCCC(NC(=O)C1CCC(C)CC1)C(=O)NCCN1CCOCC1 (stereo not drawn),.,-33,.,1,5,2,0
O=C(C[C@H]1CC[C@H](NC(=O)c2ccncc2)[C@H](CO)O1)NCC1CC1,-3,-21,3,-2,1,.,-4
COc1ccc(C(=O)NC(=S)Nc2cccc3nc(C)ccc23)cc1OC,-2,.,5,.,-2,-9,.
O=C(O)c1cc2ccccc2c(=O)s1,.,-5,.,0,1,-6,-33
COc1cc(-c2c(C#N)c(N)nc(SCc3ccncc3)c2C#N)cc(OC)c1OC,-1,-3,-6,1,1,-14,-2
Cn1c(NCC2CCCCC2)nc2cc(-c3ccsc3)sc2c1=O,-1,.,-11,6,1,-4,24
Cc1ccc(S(=O)(=O)N2C[C@H]3[C@H]4C(=O)N(c5ccccc5)C(=O)[C@H]4C[C@H](OC(=O)NC4CC4)[C@@]3(O)C2)cc1,1,.,2,-2,-4,-3,8
CC(=O)c1cc(CN2C(=O)c3ccccc3C2=O)cs1,.,-5,.,5,-1,-5,5
CCOc1ccccc1NC(=O)c1cc(S(=O)(=O)N2CCN(CC)CC2)ccc1Cl,0,0,0,3,1,-6,-8
Cc1ccc(NC(=O)N2CCC(C(=O)NCCC3=CCCCC3)CC2)cc1,.,-4,.,7,4,2,7
COc1ccc(Cc2noc(CN(C)Cc3ccc(-n4cccn4)cc3)n2)cc1OC,1,4,3,-5,0,-3,6
Cc1cccc(C(=O)N[C@H](C(=O)Nc2nnc(C3CC3)s2)C(C)C)c1,.,0,.,1,.,-2,7
CC(=O)c1ccc(N2CCN(C(=O)c3cc(-c4ccncc4)nc4ccc(Br)cc34)CC2)cc1,1,-6,2,5,1,-3,9
C[C@H]1CN([C@@H](C)CO)C(=O)c2cccc(NS(=O)(=O)c3cccs3)c2O[C@H]1CN(C)Cc1ccc(C(=O)O)cc1,3,.,-6,2,-1,-2[16.7 µM],29
Cc1ccc(S(=O)(=O)N2CCN(C(=O)c3ccc4nc[nH]c4c3)CC2)cc1,1,0,3,-3,-2,0,-4
Cc1nnc(SCc2cc(=O)[nH]c(N3CCCCC3)n2)s1,.,-3,.,4,0,8,-1
Nc1c(Cl)ncnc1NCc1ccccc1,0,2,6,4,-5,5,5
CCCN(C)C[C@@H]1Oc2cc(C#CC3CCCC3)ccc2S(=O)(=O)N([C@@H](C)CO)C[C@H]1C,-3,-1,-1,-2,22,0[16.7 µM],-86
COc1cccc(-c2ccc3c(c2)[C@@H]2[C@@H](CCN2S(=O)(=O)c2ccc(F)cc2)[C@@H](CO)N3C)c1,12,26,2,6,-8,-4[16.7 µM],59
C[C@H]1CCCCO[C@H](CN(C)S(C)(=O)=O)[C@@H](C)CN([C@@H](C)CO)C(=O)c2cc(NS(=O)(=O)c3ccccc3)ccc2O1,2,-5,14,5,2,16[16.7 µM],1
CCC(=O)Nc1ccc2c(c1)OC[C@@H](C)N(Cc1ccncc1)C[C@H](C)[C@H](OC)CN(C)C2=O,5,-20,-2,-4,-3,-8[16.7 µM],-4
CC(=O)N(CN1C(=O)c2ccc([N+](=O)[O-])cc2C1=O)c1cccc(C(=O)O)c1,2,-5,1,.,.,.,.
O=C(N[C@@H]1CC[C@@H](CCNS(=O)(=O)c2ccc(Cl)cc2)O[C@H]1CO)c1cccnc1,-5,0,-1,-1,-2,.,3
C=CCn1c(=O)c2ccccc2n2c(SCC(=O)/C(C#N)=C(\C)N)nnc12,1,1&-1,-1,-1,-1,-1&-2,22
C[C@@H]1CN([C@H](C)CO)C(=O)c2cc(/C=C/c3ccccc3)cnc2O[C@@H]1CN(C)S(=O)(=O)c1cccs1,-6,15,3,7,-2,.,8
